# Rac1 wt GTP bind – alters GTP binding to wildtype human Rac1; GST-Rac1 beads, fluorescent GTP binding, flow cytometry; actives lie on both sides; 0 = cold GTP competed, 100 = untreated; P63000; 190,000 compounds, 0.27% hits; GTP binding activity (% of control), % at 10 µM;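 active means GTP binding activity at least 20 points away from the 100% control level, either lower or higher; inconclusive means compound flagged as likely green fluorescent, judged across all proteins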
# Avidin fluor – compound fluoresces at 488/530 nm on avidin beads. 220,000 compounds, 0.38% hits. fluorescence (KMESF) at 10 µM. compound fluorescence 488/530 nm, flow cytometry; active compounds read high. AID 1775; in the data active means fluorescence above about 47; further: inactives centre near 10
# Rab2A wt mod – changes GTP binding to wildtype dog Rab2A, up or down. 190,000 compounds, 0.19% hits. GST-Rab2 wt beads, Bodipy-GTP binding, flow cytometry. GTP binding activity, % at 10 µM;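 active means GTP binding activity at least 20 points away from 100%, either lowered or raised; inconclusive means signal likely due to the compound's own green fluorescence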;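 further: 0% = beads with excess unlabeled GTP and 100% = no-compound control corrected for plate trend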
# Pf gametocyte – inhibitors of late stage P. falciparum gametocyte viability; P. falciparum stage V gametocytes, ATP luminescence, 24 h; inhibition, % at 10.9 µM; AID 743093; 150,000 compounds, 0.065% hits;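 active means inhibition above the mean plus 3 SD of compounds within the control limits, set per campaign, cut at about 38% in these data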;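 further: 0% = DMSO wells and 100% = medium only without gametocytes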
# ABCB1 block – blocks JC-1 efflux by human ABCB1 transporter; P08183; CCRF-Adr cells, flow cytometry; inhibition, % at 6.6 µM; 190,000 compounds, 0.067% hits; in the data active means inhibition above about 40%;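 further: 0% = vehicle and 100% = reference inhibitor; higher value means more JC-1 retained so stronger ABCB1 efflux block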
# Mcl1 Noxa PPI – disrupts binding of human Mcl-1 to Noxa peptide | Q07820 | TR-FRET Mcl-1/Noxa peptide binding, 2 h | inhibition, % at 21.7 µM | 220,000 compounds, 1.5% hits;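 active means compounds that cut the protein-peptide binding signal by more than 50% relative to plate controls in a single-dose test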;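 further: His-tagged Mcl-1 with rhodamine Noxa BH3 peptide and terbium anti-His antibody; 0% = Mcl-1 plus Noxa peptide wells and 100% = peptide-only wells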
# Target sequence (Q07820 whole entry, looked up): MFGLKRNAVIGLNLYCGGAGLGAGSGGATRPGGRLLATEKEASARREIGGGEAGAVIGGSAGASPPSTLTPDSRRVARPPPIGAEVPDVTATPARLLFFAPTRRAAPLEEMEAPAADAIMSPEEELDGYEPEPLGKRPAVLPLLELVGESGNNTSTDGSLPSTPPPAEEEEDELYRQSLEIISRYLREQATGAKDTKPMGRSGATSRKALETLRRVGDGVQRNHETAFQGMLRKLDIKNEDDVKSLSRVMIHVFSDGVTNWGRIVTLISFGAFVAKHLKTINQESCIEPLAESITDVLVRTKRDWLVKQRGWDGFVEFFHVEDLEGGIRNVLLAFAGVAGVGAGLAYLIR
# ABCG2 block – human ABCG2 inhibition, ABCB1 as counter-screen | Q9UNQ0 | IgMXP3 cells, JC-1 efflux, flow cytometry | inhibition, % at 6.6 µM | 190,000 compounds, 0.1% hits | AID 1325;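 active means inhibition above 80%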;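 further: 0% = DMSO and 100% = nicardipine control wells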
#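 test system = two drug-resistant human cell lines, ABCG2 and ABCB1 | amount = 3 million cells/mL final, two lines in 1:1 ratio | reagent = JC-1 transporter substrate | doses = one concentration, 6.6 µM final | incubation = 10 min at 25 °C | signal = flow cytometric JC-1 green MFI at 530 nm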
# Rac1 act GTP bind – alters GTP binding to activated mutant human Rac1; GST-Rac1 activated beads, fluorescent GTP binding, flow cytometry; actives lie on both sides; 100% means binding = to untreated wells; percent activity (GTP binding), % at 10 µM; 190,000 compounds, 0.11% hits; P63000; AID 764;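 active means GTP binding at least 20 percentage points away from the 100% baseline, in either direction, so actives lie on both sides; inconclusive means Compound likely fluorescent itself, or too few beads counted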
# Cdc42 wt – human Cdc42 wildtype GTP binding change, either direction. 190,000 compounds, 0.2% hits. AID 761. GST-Cdc42 beads, Bodipy-GTP binding, flow cytometry; actives lie on both sides. percent activity (GTP binding), % at 10 µM. P60953;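 active means percent activity GTP binding at least 20 points away from the 100% baseline, either down as inhibitor or up as activator; inconclusive means compound flagged as likely green fluorescent from well-wide comparison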;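 further: median bead fluorescence of bound Bodipy-FL-GTP at 100 nM; 0% = excess unlabeled GTP control and 100% = no compound control; below 100% means less GTP binding so inhibitor and above means activator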
# Target sequence (P60953 whole entry, looked up): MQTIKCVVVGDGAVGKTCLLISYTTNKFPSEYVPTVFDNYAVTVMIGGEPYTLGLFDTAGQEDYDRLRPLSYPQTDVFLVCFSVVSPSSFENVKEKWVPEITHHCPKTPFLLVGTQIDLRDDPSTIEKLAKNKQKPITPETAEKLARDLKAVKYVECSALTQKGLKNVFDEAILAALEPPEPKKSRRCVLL
# Rab7 wt GTP bind – modulators of GTP binding to dog Rab7 wildtype GTPase. 190,000 compounds, 0.055% hits. GTP binding activity (percent of control), % at 10 µM. GST-Rab7 beads, fluorescent GTP binding, flow cytometry; actives lie on both sides; untreated = 100%, excess cold GTP = 0%;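 active means fluorescent GTP binding to Rab7 beads changed by at least 20 points from the 100% baseline, either direction, mostly lower; inconclusive means compound itself probably fluorescent, or too few beads counted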;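 further: median green fluorescence of bound Bodipy-FL-GTP per Rab7 bead population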
# HRas wt GTP – modulators of GTP binding to human HRas wildtype; 190,000 compounds, 0.14% hits; GST-Ras wt beads, Bodipy-FL-GTP binding, flow cytometry; actives lie on both sides; AID 759; GTP binding activity, % at 10 µM; P01112;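 active means GTP binding activity at least 20% away from the 100% baseline, either lowered as inhibitor or raised as activator; inconclusive means flagged as likely green fluorescent, judged across all proteins in the well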;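 further: 0% = unlabeled GTP competition control and 100% = no-compound control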
# Target sequence (P01112 whole entry, looked up): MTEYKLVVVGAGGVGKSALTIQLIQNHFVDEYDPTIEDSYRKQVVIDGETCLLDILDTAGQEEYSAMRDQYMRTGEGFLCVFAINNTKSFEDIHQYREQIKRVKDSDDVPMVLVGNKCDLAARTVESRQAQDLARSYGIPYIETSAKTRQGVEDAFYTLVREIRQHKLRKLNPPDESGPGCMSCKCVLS
# Starred values were filed as active, the others as inactive; ? = inconclusive; · = not tested or not shown. Rows were taken by chance (roughly 2.3% active in at least one column).
Compound,ABCB1 block,Rac1 wt GTP bind,Rab7 wt GTP bind,HRas wt GTP,ABCG2 block,Pf gametocyte,Cdc42 wt,Avidin fluor,Rab2A wt mod,Rac1 act GTP bind,Mcl1 Noxa PPI
COC(=O)c1ccccc1COn1c(=O)c(C)[n+]([O-])c2ccccc21,0.8,96.0,99.0,99.0,12.1,-0.3,98.0,15,99.0,97.0,4.2
Cc1cccc(OCCCSc2nc3ccc(C)cc3[nH]2)c1,-0.1,87.0,92.0,94.0,0.7,·,91.0,14,92.0,92.0,29.8
C=CCSc1ncnc2sc(C)c(C)c12,1.4,102.0,98.0,98.0,40.8,-5.9,98.0,10,97.0,97.0,6.8
O=C(CSc1nc2ccsc2c(=O)n1NC(=O)c1ccccc1)NCc1ccco1,0.6,97.0,99.0,98.0,5.9,-16.2,99.0,8,99.0,97.0,6.9
CC(C)(C)N(NC(=O)c1ccccc1)C(=O)c1cccc(C(=O)N(NC(=O)c2ccccc2)C(C)(C)C)c1,0.9,97.0,95.0,98.0,1.0,·,100.0,9,97.0,96.0,-1.9
CCCCn1c(=O)nc2n(-c3ccc(C)cc3)c3ccccc3cc-2c1=O,1.4,103.0,102.0,99.0,6.5,-11.8,103.0,2,99.0,98.0,10.0
O=C(Cc1ccccc1)Nc1nc(=O)c2ccccc2s1,0.3,98.0,99.0,100.0,1.9,25.7,98.0,28,97.0,95.0,-4.5
O=C(CSc1ccc([N+](=O)[O-])cn1)Nc1ccc(N2CCOCC2)c(Cl)c1,0.6,95.0,101.0,96.0,2.8,·,93.0,11,96.0,94.0,27.4
CCSc1n[nH]c(=O)[nH]c1=O,0.1,105.0,106.0,104.0,0.2,·,101.0,12,104.0,101.0,-14.9
COc1ccc(Cl)cc1N(CC(=O)NC(C(C)C)C(C)C)S(C)(=O)=O,-0.1,99.0,89.0,97.0,-1.1,·,99.0,1,96.0,95.0,16.2
Cc1ccc2nc(-c3ccc4c(c3)OCCO4)cc(C(=O)O)c2c1,0.1,102.0,96.0,99.0,-0.7,·,97.0,10,94.0,95.0,1.3
CCOC(=O)c1sc2nc(SCC#N)n(CCCN3CCCC3=O)c(=O)c2c1C,1.3,100.0,100.0,100.0,7.2,·,99.0,8,99.0,98.0,20.7
C/C(=N/NC(=O)CNS(=O)(=O)c1ccc(C)cc1)c1cccc([N+](=O)[O-])c1,0.4,89.0,92.0,91.0,4.7,11.7,94.0,22,90.0,92.0,-16.7
CCNC(=O)COC(=O)/C=C/c1cccc(F)c1,-0.2,96.0,102.0,96.0,1.0,-10.1,95.0,7,98.0,92.0,-2.3
Cc1cccc(NC(=S)NC23CN4CN(CN(C4)C2)C3)c1,0.1,99.0,100.0,100.0,0.1,0.4,101.0,10,99.0,97.0,17.6
CCOC(=O)c1cc2ccc3ccccc3c2s1,0.1,94.0,91.0,92.0,1.6,-23.9,95.0,25,90.0,89.0,6.8
CCOC(=O)C(CC)Sc1ccc2nnc(CCNS(=O)(=O)c3ccccc3)n2n1 (stereo unspecified),1.6,?,?,?,25.1,6.3,?,5,?,?,-19.8
CCOC(=O)C1(Cc2cccc(OC)c2)CCN(Cc2cccnc2)CC1,0.6,101.0,99.0,99.0,0.4,·,103.0,16,101.0,99.0,-1.1
O=c1nc(Nc2ccc(OCc3ccccc3)cc2)sc2ncccc12,0.3,103.0,106.0,101.0,2.2,-9.6,98.0,9,101.0,100.0,-0.4
CCN1CCc2c(OCc3ccc(C(=O)OC)o3)cccc2C1=O,1.8,98.0,100.0,97.0,0.0,-0.1,100.0,10,96.0,96.0,14.0
C#CCNC(=O)C1=C[C@H](c2ccc(C(F)(F)F)cc2)C[C@H](OCc2ccc(CO)cc2)O1,1.3,96.0,93.0,92.0,5.6,-8.4,93.0,7,93.0,92.0,-19.6
Cc1ccc(C(=O)c2c[nH]c3c(F)cc(F)cc3c2=O)cc1,0.3,104.0,95.0,98.0,9.4,-8.2,98.0,9,98.0,97.0,2.9
COc1ccc(Oc2ccc(N/C=C/C(=O)C(C)(C)C)cc2)cc1,0.7,100.0,102.0,98.0,6.2,-24.1,92.0,10,96.0,95.0,6.2
COc1ccc(S(=O)(=O)Nc2ccc(N(C)C(C)=O)cc2)cc1,0.2,109.0,105.0,105.0,2.8,22.8,106.0,13,104.0,100.0,-13.6
CCOc1ccc(NC(=O)C(C)SC(N)=O)cc1 (stereo unspecified),-0.9,108.0,100.0,102.0,13.9,-10.6,103.0,21,102.0,103.0,-11.5
Cc1ccc(C(=O)N/C(=C/c2ccc(-c3ccc(Br)cc3)o2)C(=O)NC2CCS(=O)(=O)C2)cc1 (stereo unspecified),0.7,106.0,103.0,103.0,7.1,5.5,101.0,14,100.0,98.0,-4.0
O=C1/C(=C/c2ccc(C(=O)O)cc2)CCC/C1=C\c1ccc(C(=O)O)cc1,0.6,84.0,90.0,85.0,11.7,-12.9,84.0,15,83.0,82.0,34.9
Cc1ccsc1/C=C/c1ccc2cccc(O)c2n1,0.0,109.0,105.0,103.0,15.4,8.7,102.0,12,104.0,99.0,-45.0
Cc1cc(SCC(=O)N/N=C/c2ccc(O)c(O)c2O)c(C)cc1Br,-1.2,98.0,100.0,95.0,-2.5,39.1*,97.0,4,97.0,95.0,84.2*
O=C(Nc1c(-c2ccccc2)nc2ccccn12)c1cccs1,0.6,107.0,96.0,99.0,1.5,19.2,98.0,13,99.0,99.0,25.1
CCCC(=O)NC(C)c1nc2ccccc2n1C(C)C (stereo unspecified),0.7,104.0,99.0,101.0,1.2,·,100.0,6,99.0,101.0,3.5
CCOC(=O)C1=C(C)NC(=O)C(C(N)=O)C12CCCCC2 (stereo unspecified),-0.1,101.0,99.0,99.0,-0.2,·,101.0,35,99.0,98.0,56.9*
CCOC(=O)C1CCCN(c2cc(=O)n(-c3ccccc3Cl)c(=O)[nH]2)C1 (stereo unspecified),0.3,106.0,102.0,100.0,0.9,·,102.0,8,101.0,99.0,10.0
COCCn1c(C)cc(C2=NNC(=Nc3ccc(F)cc3)SC2)c1C,0.3,102.0,97.0,104.0,0.8,·,106.0,6,104.0,99.0,4.3
CCOC(=O)C1=C(CNC(C)(C)CC(C)(C)C)NC(=O)NC1c1cccc([N+](=O)[O-])c1 (stereo unspecified),5.3,97.0,95.0,94.0,3.0,-10.9,95.0,17,95.0,96.0,19.6
CCCCc1ccc(-c2ccc(Br)cc2)nc1,0.0,102.0,97.0,99.0,0.3,·,98.0,·,97.0,96.0,1.6
COC(=O)c1ccc(NC(=O)CSc2ccccc2)cc1,0.2,101.0,94.0,100.0,3.5,·,101.0,16,98.0,100.0,4.8
Cc1ccc(C(=O)CSc2nnc3c4ccccc4nc(Cc4ccccc4)n23)cc1,0.7,99.0,97.0,102.0,0.1,·,101.0,3,99.0,101.0,-7.8
O=C(COC(=O)c1cccc(Br)c1)Nc1cccc2c1C(=O)c1ccccc1C2=O,-0.6,90.0,100.0,91.0,1.1,23.1,90.0,7,92.0,91.0,34.3
Cc1cccc(OCC(=O)OC2CCN(C)CC2)c1,0.3,?,?,?,4.0,-18.6,?,6,?,?,28.9
Cc1cc(C)c(-c2noc(C(=O)OC(C)(C)C)c2C(=O)OC(C)(C)C)c(C)c1,1.5,108.0,93.0,98.0,6.5,·,94.0,9,96.0,98.0,-19.7
Cc1cc(OCC(F)(F)C(F)(F)C(F)(F)C(F)(F)C(F)(F)C(F)F)nc(N)n1,0.3,101.0,101.0,102.0,3.2,-13.2,100.0,8,100.0,98.0,13.9
Cc1nc2nc(-c3cccnc3)[nH]n2c(=O)c1C,0.8,97.0,99.0,97.0,3.1,·,98.0,10,98.0,97.0,10.3
CCSCCOC(=O)C1=C(C)NC2=C(C(=O)CCC2)C1c1coc2ccccc2c1=O (stereo unspecified),2.5,108.0,106.0,105.0,9.3,-8.5,108.0,18,106.0,99.0,20.9
COc1cc(CC(=O)Nc2nc(C)cs2)cc(OC)c1OC,0.2,103.0,101.0,101.0,2.0,·,102.0,10,102.0,96.0,17.7
CCOc1ccc(OCC)c(-c2c(=O)n(OCc3ccccc3Br)c3ccccc3[n+]2[O-])c1,5.3,101.0,101.0,100.0,45.0,21.6,97.0,8,98.0,98.0,27.3
COc1cc(NC(=O)COC(=O)/C=C/c2ccc(O)c(OC)c2)cc(OC)c1,0.5,97.0,104.0,96.0,1.2,2.2,96.0,28,98.0,93.0,18.6
Cc1cc(-n2ccnc2)n2c(nc3ccccc32)c1C#N,1.4,96.0,98.0,95.0,20.9,·,97.0,11,98.0,95.0,10.1
Cc1ccc(C(=O)NCC(=O)OCC(=O)NC(C)c2ccccc2)s1 (stereo unspecified),0.3,100.0,103.0,100.0,0.6,·,97.0,12,99.0,96.0,3.0
O=C(CSCCN1C(=O)c2ccccc2C1=O)Nc1ccc2ccccc2c1,0.1,99.0,95.0,98.0,-1.3,-10.0,99.0,16,97.0,95.0,2.8
O=C(Nc1nccs1)c1ccc(COc2ccccc2Br)o1,0.0,100.0,97.0,102.0,1.5,·,101.0,12,100.0,99.0,12.0
COc1ccc(N2CCN(C(=O)CCNS(=O)(=O)c3ccccc3)CC2)cc1,1.4,95.0,93.0,97.0,7.5,-11.7,102.0,10,98.0,97.0,12.8
CCn1nnnc1NCc1ccc(OCc2ccc(F)cc2Cl)c(OC)c1,2.4,98.0,104.0,98.0,21.4,·,98.0,9,100.0,96.0,12.9
CC(=O)c1cc2c(cc1NS(=O)(=O)c1ccccc1C)OCO2,0.3,92.0,102.0,95.0,0.9,-22.3,97.0,11,99.0,94.0,5.6
Cc1sc(NC(=O)C(C)C)c(C(=O)Nc2ccccc2)c1C,0.7,98.0,96.0,99.0,6.3,·,99.0,10,96.0,98.0,4.3
CCOc1ccc(NC(=O)CNC(=O)c2cccs2)cc1,-0.2,97.0,106.0,97.0,1.1,-20.2,96.0,11,99.0,96.0,0.2
COc1ccc(N2CCN(C(=O)CSc3nnc4n3C(C)(C)Cc3ccccc3-4)CC2)cc1,1.8,104.0,101.0,100.0,3.5,4.9,103.0,8,100.0,99.0,9.2

# Compound activity deposited in PubChem BioAssay by several laboratories.
